L929 necroptosis: L929 zVAD cell death inhibition. L929 zVAD necroptosis rescue, ATP luminescence, 24 h; with zVAD 60 µM. viability rescue, % at 10 µM. 0.38% of 220,000 active. AID 1377;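 active = activation, scaled between plate controls, above about 75%, limit read from the data; inactive = activation under that limit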;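 note: 0% = zVAD with DMSO and 100% = DMSO alone without zVAD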
Runt-SMMHC FRET: blocks binding of human RUNX1 Runt domain to CBFb-SMMHC | Q01196+Q13951 | inhibition, % at 20 µM | 0.74% of 220,000 active | Cerulean-Runt/Venus-CBFb-SMMHC FRET ratio 530/480, 1 h;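 active = mean inhibition across duplicate retests at 20 µM reaching about 50%, limit read from the data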;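 note: 0% = DMSO wells and 100% = wells with excess untagged CBFb-SMMHC; inhibitors lower the FRET ratio by blocking Runt binding to CBFb-SMMHC; some results filed as inactive read as strong as hits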
PERK inhibitor: inhibitors of human PERK kinase. Q9NZJ5. inhibition, % at 5.6 µM. CHO PERK-DD fusion, SEAP luminescence translation reporter. 0.17% of 220,000 active. AID 1416;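 active = inhibition above the mean inhibition of all tested compounds plus 3 SD, set separately per screening campaign, cut at about 2.9% in these data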;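 note: PERK kinase domain activated by AP20187 dimerizer at 100 nM; 0% = DMSO with dimerizer and 100% = rapamycin at 8.4 µM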
PGE2 EP2 inh: EP2 receptor (human) inhibition. P43116. AID 1422. C6 glioma cells expressing human EP2, cAMP TR-FRET; cells stimulated with saturating PGE2. 0.52% of 260,000 active. inhibition, % at 25 µM;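 active = percent inhibition above 40 after rounding to a whole number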;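 note: rat C6 glioma host cells with rolipram phosphodiesterase inhibitor present; the protocol text gives 20 µM as final concentration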
Target sequence (P43116 whole entry, looked up): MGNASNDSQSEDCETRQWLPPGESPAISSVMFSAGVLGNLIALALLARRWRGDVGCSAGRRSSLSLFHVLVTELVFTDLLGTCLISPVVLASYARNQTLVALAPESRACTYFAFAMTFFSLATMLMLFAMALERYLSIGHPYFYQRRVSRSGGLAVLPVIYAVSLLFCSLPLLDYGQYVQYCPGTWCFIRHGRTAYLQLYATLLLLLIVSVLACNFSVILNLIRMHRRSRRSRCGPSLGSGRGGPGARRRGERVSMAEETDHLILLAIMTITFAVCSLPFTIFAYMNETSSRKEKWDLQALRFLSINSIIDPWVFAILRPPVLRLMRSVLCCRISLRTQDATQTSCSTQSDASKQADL
Hck-Nef inh: inhibitors of human Hck kinase activated by Nef. P08631. Recombinant Hck-YEEI plus Nef, Z-Lyte FRET kinase assay. inhibition, % at 20 µM. 0.68% of 220,000 active. AID 463187;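 active = Hck-Nef kinase inhibition above about 50%, limit read from the data; inactive = inhibition below that limit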;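 note: 0% = DMSO with Hck plus Nef and 100% = Hck alone without Nef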
Target sequence (P08631 whole entry, looked up): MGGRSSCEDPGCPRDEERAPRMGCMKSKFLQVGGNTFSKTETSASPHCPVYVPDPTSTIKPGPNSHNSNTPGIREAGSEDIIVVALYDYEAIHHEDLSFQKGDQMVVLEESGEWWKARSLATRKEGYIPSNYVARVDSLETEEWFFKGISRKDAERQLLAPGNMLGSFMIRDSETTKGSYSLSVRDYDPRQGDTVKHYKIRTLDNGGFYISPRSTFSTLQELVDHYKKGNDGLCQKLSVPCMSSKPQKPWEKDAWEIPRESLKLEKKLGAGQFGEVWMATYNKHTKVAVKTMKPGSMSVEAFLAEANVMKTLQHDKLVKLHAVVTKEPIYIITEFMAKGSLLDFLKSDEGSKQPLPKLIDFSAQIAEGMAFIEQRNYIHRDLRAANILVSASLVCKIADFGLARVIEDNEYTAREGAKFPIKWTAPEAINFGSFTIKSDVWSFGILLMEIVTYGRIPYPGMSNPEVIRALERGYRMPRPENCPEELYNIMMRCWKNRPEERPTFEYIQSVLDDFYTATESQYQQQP
TNF necrop inh: inhibitors of TNF-alpha induced necroptosis in Jurkat FADD-/- cells | 0.068% of 220,000 active | activation (protection from cell death), % at 10 µM | Jurkat FADD-/- TNF necroptosis rescue, ATP luminescence, 24 h; 0 = TNF only, 100 = no-TNF cells;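 active = activation, meaning protection from cell death, of at least 50% relative to plate controls; inactive = activation below 50%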;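 note: necroptosis triggered by 40 ng/mL TNF-alpha added together with compound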
RBBP9 inhibitor: inhibitors of human serine hydrolase RBBP9 | 0.2% of 220,000 active | recombinant RBBP9, FP-Rh probe fluorescence polarization | inhibition, % at 7.94 µM | O75884 | AID 1515;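 active = inhibition above the campaign mean of all tested compounds plus 3 SD, cut at about 14% in these data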;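 note: plate controls were DMSO wells with RBBP9 for no effect and wells lacking RBBP9 protein for full effect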
Target sequence (O75884 whole entry, looked up): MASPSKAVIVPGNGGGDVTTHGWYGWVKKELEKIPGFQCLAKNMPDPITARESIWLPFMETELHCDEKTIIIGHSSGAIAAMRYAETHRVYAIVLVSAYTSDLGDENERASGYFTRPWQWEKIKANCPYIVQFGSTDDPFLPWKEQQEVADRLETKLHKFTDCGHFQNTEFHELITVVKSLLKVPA
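Test system: recombinant human RBBP9. Quantity: 2.5 µM RBBP9 dispensing solution, before mixing. Detection: FP readout at 525/598 nm. Reagent: Serine-hydrolase probe FP-Rh, 375 nM pre-mixing. Measure: % inhibition. Control set: DMSO-treated enzyme wells and wells lacking RBBP9. Buffer or medium: Tris-NaCl-Pluronic buffer, pH 8.0. Times: preincubation 30 min plus labeling 45 min at 25 °C.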
Runt-CBFb FRET: inhibitors of human RUNX1 Runt domain binding to CBFb. inhibition, % at 20 µM. Cerulean-Runt/Venus-CBFb FRET ratio 530/480, 1 h. Q01196+Q13951. 0.46% of 220,000 active;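 active = inhibition over about 50% at 20 µM in the single-dose screen, limit read from the data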;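 note: 0% = DMSO wells and 100% = excess unlabeled CBFb competitor control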
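Buffer or medium: Tris pH 7.5 buffer with BSA. Assay system: Cerulean-labeled Runt domain protein. Amount: each fluorescent fusion protein 100 nM. Read-out basis: loss of energy transfer signal. Incubation: 1 h compound exposure, room temperature. Probe or stimulus: Venus-CBFb binding partner, 100 nM. Detection: FRET, excitation 422 nm, emission at 530 and 480 nm.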
EP2 modulator: modulators of human EP2 prostaglandin E2 receptor; P43116; EP2-expressing cells, cAMP HTRF FRET, PGE2 co-stimulation; induction, % at 25 µM; 0.83% of 260,000 active; AID 940;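 active = compounds whose cAMP rise, as percent of the full-agonist control response, exceeds 60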;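 note: rat C6 glioma line stably carrying human EP2 under a CMV promoter; the protocol text gives 20 µM as final concentration; 100% = response of wells given 1 µM PGE2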
An asterisk follows results filed as active; · = no result given; & = joins results of further samples.

SMILES | L929 necroptosis | Runt-SMMHC FRET | PERK inhibitor | PGE2 EP2 inh | Hck-Nef inh | TNF necrop inh | RBBP9 inhibitor | Runt-CBFb FRET | EP2 modulator
COc1ccc(-c2nsc(C(=O)N(c3ccc(F)cc3)C(C(=O)NC3CCCC3)c3ccc(OC)cc3)c2N)cc1 (stereo unspecified) | 4.0 | 1 | -0.2 | 2 | -2 | -5.0 | -8 | 0 | 13
O=C(Nc1cc2cccc([N+](=O)[O-])c2oc1=O)c1cccs1 | 1.4 | 2 | -0.2 | 6 | -5 | -0.5 | -5 | 0 | -12
O=C(CSc1nnc(-c2ccccc2)n1Cc1ccccc1)N1CCOCC1 | -0.3 | -1 | -1.2 | 9 | 1 | 0.5 | -2 | -1 | 29
CC(C)OCCCNC(=O)C(C)Oc1ccccc1 (stereo unspecified) | 0.6 | -2 | -0.8 | 5 | 2 | 0.0 | 1 | 2 | 29
CCCn1nc(C(=O)OCC(=O)c2ccc3c(c2)NC(=O)CO3)c2ccccc2c1=O | -0.4 | 0 | 0.9 | 10 | 13 | -2.1 | -5 | -4 | 13
Cc1cc(/C=N\NC(=O)CC(=O)NC2CCCCC2)c(C)n1-c1cccc(Cl)c1Cl | -0.2 | -1 | 0.2 | 10 | 2 | 1.9 | -9 | -6 | -6
CCOC(=O)c1[nH]c(C)c(C(=O)NC2CCCCC2)c1C | -0.1 | -3 | -0.3 | 10 | 0 | 0.0 | -8 | 2 | -4
Cc1cc(C(=O)OCc2nc3ccccc3s2)c(C)o1 | 0.5 | -1 | 2.1 | · | 1 | 0.0 | -1 | 1 | 8
N[C@@H](Cc1c[nH]c2ccccc12)C(=O)O | 0.4 | -2 | · | 19&16 | 32 | 1.9 | · | -1 | 2&9
O=C(NC1CC1)c1cc(-c2ccco2)nc2ccccc12 | 0.2 | 1 | 1.6 | 7 | 72* | -0.2 | 0 | 22 | -10
COc1cc(OC)cc(-c2nnc(SCC(=O)N3CCOCC3)o2)c1 | 0.4 | 4 | 0.0 | 10 | 0 | 0.9 | 1 | -3 | -3
Cc1nn(C(C)C(=O)NCc2ccccc2Cl)c(=O)c2c1sc1ccccc12 (stereo unspecified) | 0.1 | 0 | -0.1 | 9 | -2 | 0.2 | 2 | 2 | -19
O=C(Nc1c(Cl)cccc1Cl)C1CCC1 | 0.3 | 3 | -0.7 | 5 | 2 | 0.1 | -3 | 1 | 24
Cc1ccnc(NS(=O)(=O)c2cccc3nsnc23)c1 | -0.1 | 1 | 1.7 | 5 | -1 | -2.0 | -10 | -1 | 6
Cc1cc(S(=O)(=O)NC2CCCCC2)ccc1OCC(=O)NCc1ccccn1 | 0.0 | 2 | -0.1 | 17 | 9 | -2.1 | -5 | -2 | 9
COc1cc(NC(=S)NC(=O)c2ccccc2C)ccc1NC(=O)c1cccs1 | 0.0 | -2 | 0.9 | 11 | 0 | -5.4 | -7 | 4 | 5
O=C(CC1SC(=O)NC1=O)Nc1ccc(Cl)cc1 (stereo unspecified) | 0.6 | -3 | -0.2 | 3 | 12 | 0.7 | -3 | 3 | 16
COc1ccc(-n2nnnc2SCC(=O)Nc2ccccc2)cc1 | 0.4 | -3 | 0.4 | 11&11 | -1 | -0.4 | -7 | -4 | -126&-57
O=C(O)c1ccccc1C(=O)c1ccc(Br)s1 | 1.6 | -6 | 2.3 | 16 | 11 | -0.8 | -10 | 0 | 32
O=C(CNCc1cccs1)Nc1cc(S(=O)(=O)N2CCCC2)ccc1Cl | -0.2 | -5 | 1.8 | 5 | 24 | 0.2 | 0 | 5 | -11
COc1ccc(CCN2C(=S)N(C)C(=O)C2CC(=O)Nc2ccc(F)cc2)cc1 (stereo unspecified) | -0.7 | 3 | -0.8 | 15 | 14 | 2.4 | -12 | 0 | -32
NC(N)=N/N=C/c1ccc2cccc(OCc3ccccc3)c2n1 | 12 | 1 | -1.1 | 22 | 27 | -12 | 0 | 0 | -23
C/C(=N\NS(=O)(=O)c1ccc(C)cc1)c1ccc(Br)s1 | 1.2 | 0 | 0.7 | 3 | -18 | 1.4 | -11 | -1 | 19
O=C(COc1ccc2ccccc2c1)Nc1nc2ccccc2[nH]1 | 0.5 | 1 | -0.2 | 23 | -3 | 3.5 | -8 | 0 | -36
Cc1ccc(-c2noc(COc3ccc4c(c3)OCO4)n2)cc1 | 0.1 | -5 | 1.3 | 11&8 | 9 | -0.7 | 5 | 0 | -13&10
C=CCc1cccc(/C=N/c2ncn[nH]2)c1O | 1.0 | -1 | 1.1 | 4 | 0 | 0.7 | -7 | 0 | 42
COc1cc(N/C=C(\C(C)=O)c2ccccc2)cc(OC)c1 | 0.0 | 2 | 0.3 | 8 | 0 | -3.1 | -1 | 0 | 4
N#C/C(=C/N1CCOCC1)c1ccccc1 | 1.2 | 2 | 0.2 | 3 | 0 | -2.7 | -6 | -1 | -11
NS(=O)(=O)c1ccc(CNC(=O)c2ccc(S(=O)(=O)C(F)F)cc2)cc1 | 0.2 | 1 | 1.7 | 3 | 31 | 1.5 | -2 | 2 | 14
CC(=O)c1sc(NCCOc2ccc(C)cc2)nc1C | 6.0 | -1 | 1.5 | 8 | 1 | 0.8 | -9 | -1 | -29
CC1=CC(C)(C)NC(=S)N1c1ccccc1C | -0.8 | -6 | 0.7 | 4 | -7 | 0.0 | -6 | 1 | -8
Cc1csc2c(N3CCN(C(=O)Nc4ccc(OC(F)(F)F)cc4)CC3)ncnc12 | 3.9 | 0 | -0.3 | 10 | 1 | 0.0 | -18 | -2 | -37
Cc1ncc([N+](=O)[O-])n1CCOC(=O)c1ccccc1 | 0.2 | 1 | 0.5 | 6 | 5 | 0.6 | -3 | -1 | -1
O=C(C1CCC1)N1CCc2cc(S(=O)(=O)N3CCc4ccccc4C3)ccc21 | -0.1 | · | 0.0 | 13 | 6 | -0.8 | 2 | · | ·
O=C(CSc1ccc(-c2ccco2)nn1)N1CCCC1 | 4.2 | 2 | 0.3 | 15 | 24 | -1.3 | 3 | 8 | -13
COc1ccc(N2CCN(Cc3nc4c(c(=O)[nH]c(=O)n4C)n3Cc3cccc(Cl)c3)CC2)cc1 | -1.1 | -2 | · | 9 | 31 | 0.7 | · | -9 | 17
Cn1nnc(NC(=S)NC(=O)c2cccs2)n1 | 0.2 | 0 | 0.1 | 12 | 1 | 0.7 | -9 | 6 | -6
Cc1ccc(N(CC(=O)Nc2c(C)n(C)n(-c3ccccc3)c2=O)S(C)(=O)=O)cc1C | 0.6 | -3 | -0.4 | 12 | 4 | 0.5 | -6 | 0 | 23
Cc1cc(C)c(C#N)c(SCC2COc3ccccc3O2)n1 (stereo unspecified) | 1.8 | 0 | 0.1 | 19 | 1 | -0.1 | 0 | -1 | 33
COc1ccccc1CNC(=O)/C=C/c1ccc(Br)o1 | 1.7 | 2 | 0.4 | 6 | 91* | -1.0 | -9 | 12 | -55
O=C(c1ccco1)N1CCN(C(=O)c2cccs2)CC1 | -0.1 | -1 | 2.3 | 9 | -20 | 0.2 | -4 | 2 | 9
Cc1noc(C)c1CS(=O)(=O)Cc1ccc(Cl)cc1 | 1.4 | 1 | 0.6 | 5 | 20 | 1.6 | -1 | 0 | 22
O=C(Nc1ccc(S(=O)(=O)N2CCCCC2)cc1)c1ccccc1Cl | 1.1 | -2 | -0.4 | 7 | 2 | 4.1 | -8 | -1 | -30
Cc1onc(-c2ccccc2Cl)c1-c1nc(-c2ccncc2)no1 | -0.9 | 2 | -1.4 | -2 | -17 | 2.5 | 2 | 0 | 65*
COc1ccccc1C(=O)NNC(=O)c1ccccc1F | 0.8 | 0 | 0.9 | 14 | 1 | 1.6 | -9 | 1 | 14
C=CCn1c(=O)c2ccc(C(=O)NCc3ccccc3)cc2n(Cc2ccc(Cl)cc2)c1=O | 1.4 | -7 | 0.8 | 11 | 3 | 0.9 | -2 | 0 | 17
Clc1ccc(C2=Nn3c(nnc3-c3n[nH]c4c3CCC4)SC2)cc1 | -0.3 | 1 | -1.7 | 6 | 2 | -11 | -2 | -4 | 31
COc1c2ccoc2c(OCC=C(C)C)c2oc(=O)ccc12 | 2.9 | 1 | -0.1 | 4 | -1 | 1.3 | -7 | -1 | 8
Cc1ccsc1-c1ccnc(-n2cccc2)n1 | 0.5 | 71 | 1.1 | · | 2 | -1.8 | -3 | 4 | 19
Cc1cc(N2CCC(C)CC2)nc(-n2nc(C)cc2C)n1 | 0.6 | -97 | -0.9 | 6 | 3 | -4.1 | -5 | 0 | 3
COc1ccc(/C=N/c2sc3c(c2C#N)CCN(Cc2ccccc2)C3)c(O)c1 | 0.7 | 44 | 0.9 | 9 | 1 | 1.8 | 2 | 46 | -29
CC(=O)N1CCc2c(sc(NC(=O)CN3C(=O)c4ccccc4C3=O)c2C(N)=O)C1 | 0.3 | 0 | 0.8 | 5 | 20 | 0.1 | 1 | 3 | 17
COc1ccccc1CC(=O)Nc1cc2oc3ccccc3c2cc1OC | 9.8 | 0 | 0.7 | 8 | 2 | 1.6 | -11 | 0 | 3
COc1cccc(CC(NC(C)=O)C(=O)NC2CCN(c3c4c(nc5ncnn35)CCC4)CC2)c1OC (stereo unspecified) | 0.9 | · | 0.5 | 8 | 18 | -0.3 | -8 | · | -9
CCCCN(C(=O)COc1ccc(NC(C)=O)cc1)C1CCS(=O)(=O)C1 (stereo unspecified) | 1.8 | -4 | 0.7 | 2 | -3 | -0.6 | -3 | 0 | -3
CC(=O)N1CC2([N+](=O)[O-])CN(C(C)=O)CC([N+](=O)[O-])(C1)C2(C)C | 1.2 | -5 | 0.2 | 8 | 16 | 1.5 | 0 | 2 | -27
O=C(CN1CCCN(S(=O)(=O)c2ccc(Br)cc2)CC1)Nc1ccc2c(c1)OCO2 | 0.0 | -3 | -0.1 | 12 | 7 | 3.2 | 4 | 0 | -25
Cc1ccc(C(O)c2ccncc2)cc1 (stereo unspecified) | 0.1 | -7 | 1.6 | 4 | 1 | -2.3 | 1 | 0 | 26
O=C(COC(=O)c1c(Cl)ccc(Cl)c1Cl)NC(=O)NCc1ccccc1 | 1.3 | -4 | 0.1 | 13 | 1 | 1.7 | -9 | -3 | -30
Cc1nn(-c2ccccc2)c(Cl)c1/C=C/C(=O)c1ccc(O)cc1 | 1.6 | -12 | 0.3 | 3 | 2 | 1.5 | -8 | 0 | -15
CN1CCN(C(=O)CCC(=O)O)CC1 | -0.3 | -3 | 2.1 | 3 | 1 | 4.9 | -3 | 3 | 5

Screens (PubChem BioAssay)

Only part of the results is shown; the hit share may differ from the screen's.
